# Source: PubChem (Sanford-Burnham Center for Chemical Genomics)
# NALP3 yeast inh: NALP3 inflammasome inhibitors in reconstituted yeast, primary screen, luminescence, uHTS | Yeast reconstituted NLRP3/ASC/caspase-1, beta-gal luminescence, 24 h | inhibition, % at 10 µM | actives 0.39% (n = 330,000);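 active means inhibition of 50% or more; inactive means inhibition below 50%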;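 further: plate controls were induced DMSO wells for no effect and uninduced yeast grown without galactose for full effect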
# TIM10 inh: growth inhibitors of isogenic TIM10 control yeast, primary screen, counter-screen for tim10-1 yeast inhibitor project, luminescence, uHTS. actives 1.4% (n = 330,000). inhibition, % at 10 µM. S. cerevisiae TIM10 strain growth, BacTiter-Glo luminescence, 24 h;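 active means inhibition of 40% or more at the single tested concentration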;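 further: wild-type TIM10 isogenic control strain grown at permissive 25 °C; 0% = DMSO yeast wells and 100% = minimal medium wells without yeast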
# A3G deaminase: APOBEC3G DNA deaminase inhibitors, primary screen, biochemical, fluorescence, single-stranded DNA substrate, uHTS | actives 0.28% (n = 330,000) | inhibition, % at 20 µM | recombinant A3G, ssDNA deamination FAM/TAMRA fluorescence | AID 493012, 2011;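 active means inhibition of at least 40% at 20 µM, with no more than 30% in the related APOBEC3A deaminase screen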;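 further: plate controls were DMSO wells with A3G for no effect and wells lacking A3G enzyme for full effect; some compounds called inactive have numbers as strong as hits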
# Target sequence (Q9HC16 whole entry, looked up): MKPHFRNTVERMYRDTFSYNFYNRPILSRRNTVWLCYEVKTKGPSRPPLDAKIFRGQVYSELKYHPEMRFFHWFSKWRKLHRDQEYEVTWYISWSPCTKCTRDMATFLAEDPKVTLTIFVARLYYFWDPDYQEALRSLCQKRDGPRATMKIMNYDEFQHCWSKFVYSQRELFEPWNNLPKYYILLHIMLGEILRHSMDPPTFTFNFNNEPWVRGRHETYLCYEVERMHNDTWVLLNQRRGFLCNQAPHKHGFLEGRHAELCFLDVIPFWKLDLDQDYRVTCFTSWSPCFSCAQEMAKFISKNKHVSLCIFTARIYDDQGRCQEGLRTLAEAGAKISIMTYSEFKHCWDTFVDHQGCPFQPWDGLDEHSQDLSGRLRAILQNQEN
# tim10-1 inh: growth inhibitors of tim10-1 mutant yeast, primary screen, luminescence, uHTS; S. cerevisiae tim10-1 ts strain growth, BacTiter-Glo, 24 h; inhibition, % at 20 µM; actives 2.2% (n = 330,000);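 active means inhibition of at least 40%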;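 further: mutant grown at 25 °C; 0% = DMSO wells with yeast and 100% = wells holding no yeast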
# A3A deaminase: APOBEC3A ssDNA deaminase inhibitors, primary screen, selectivity assay for APOBEC3G inhibitor project, biochemical, FAM/TAMRA oligo cleavage fluorescence. DNA dC->dU-editing enzyme APOBEC-3A (Homo sapiens), P31941. recombinant A3A, FAM/TAMRA ssDNA deamination fluorescence. inhibition, % at 20 µM. actives 0.41% (n = 330,000);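 active means at least 40% inhibition at 20 µM here, with at most 30% in a related deaminase screen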;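 further: plate controls were A3A with DMSO for no effect and wells lacking A3A enzyme for full effect; some results filed as inactive read as strong as hits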
# mIAP inh: inhibitors of mouse IAP, primary screen, biochemical, luminescence, uHTS | intestinal alkaline phosphatase [Mus musculus] | purified mouse IAP, CDP-Star luminescence, 30 min | inhibition, % at 10 µM | actives 0.2% (n = 330,000) | AID 2806, 2010;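 active means inhibition of at least 40% at 10 µM in the primary screen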;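 further: plate controls were DMSO with enzyme for no effect and no enzyme wells for full effect; values of inactives mirror those of a sister screen read the other way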
# hIAP block: human IAP inhibitors, primary screen, biochemical, luminescence, uHTS; Intestinal-type alkaline phosphatase (Homo sapiens), P09923; purified IAP, CDP-Star luminescence, 30 min; inhibition, % at 10 µM; actives 0.12% (n = 330,000); AID 2544, 2010;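 active means inhibition reaching a set limit with compound at 10 µM in the primary screen, cut at about 35% in these data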;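 further: plate controls were DMSO wells with enzyme for no effect and no-enzyme buffer wells for full effect; values of inactives mirror those of a sister screen read the other way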
# Target sequence (P09923 whole entry, looked up): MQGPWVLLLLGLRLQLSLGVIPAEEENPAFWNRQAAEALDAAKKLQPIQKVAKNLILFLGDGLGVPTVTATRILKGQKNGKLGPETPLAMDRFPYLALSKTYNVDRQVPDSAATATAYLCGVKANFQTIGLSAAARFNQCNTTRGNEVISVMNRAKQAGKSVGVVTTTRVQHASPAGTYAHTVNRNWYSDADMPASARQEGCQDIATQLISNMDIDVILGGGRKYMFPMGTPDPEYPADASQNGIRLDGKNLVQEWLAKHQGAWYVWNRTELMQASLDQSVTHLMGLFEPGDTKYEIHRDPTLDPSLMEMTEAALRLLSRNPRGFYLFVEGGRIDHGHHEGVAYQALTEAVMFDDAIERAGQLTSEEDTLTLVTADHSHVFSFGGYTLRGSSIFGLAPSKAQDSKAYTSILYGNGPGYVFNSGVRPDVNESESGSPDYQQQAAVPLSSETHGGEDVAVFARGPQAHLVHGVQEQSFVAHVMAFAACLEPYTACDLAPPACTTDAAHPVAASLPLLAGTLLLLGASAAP
# mIAP activ: activators of mouse IAP, primary screen, biochemical, luminescence, uHTS; AID 2805, 2010; muIAP, CDP-Star luminescence, 30 min; active compounds read high; 1 = vehicle-only enzyme signal, 0 = enzyme-free wells; intestinal alkaline phosphatase [Mus musculus]; activation factor at 10 µM; actives 0.24% (n = 330,000);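 active means activation factor of at least 2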; further: the source names both 10 and 20 µM as test concentration; values of inactives mirror those of a sister screen read the other way
#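 also added = chemiluminescent substrate CDP-Star | test system = mouse IAP enzyme | signal = chemiluminescence readout | compound = DMSO-dissolved test compounds | incubation = 30 min at room temperature | benchmarks = DMSO wells, no-enzyme wells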
# MIN6 prolif: inducers of MIN6 beta-cell proliferation, primary screen, ATP luminescence, uHTS; MIN6 cells proliferation, ATPlite luminescence, 48 h; cells starved in 0.2% serum; 100% = growth in 10% serum; proliferation, % at 10 µM; actives 0.29% (n = 330,000); AID 2380, 2010;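 active means compounds whose signal lies at least 3.5 SD above the mean of all wells on their plate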;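 further: 0% = DMSO-treated cells in low-serum medium and 100% = 10% serum control; some compounds called inactive have numbers as strong as hits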
# An asterisk follows results filed as active.
item	compound	NALP3 yeast inh	TIM10 inh	A3G deaminase	tim10-1 inh	A3A deaminase
1	O=c1onc(-c2ccccc2)n1-c1cc(Cl)cc(Cl)c1	-21	23	-8	15	-1
2	Cc1ccc(C(=O)Nc2oc(-c3ccccc3)cc2C#N)cc1	17	-30	-6	12	-4
3	COc1cc2nc(N3CCNCC3)nc(N)c2cc1OC	13	-20	-3	-11	9
4	CCC(=O)c1cn(CC(=O)O)c2ccccc12	1	-14	-6	-10	-2
5	COCCN(C(=O)CSc1nnc(-c2ccc(C)cc2)n1N)c1c(N)n(Cc2ccccc2)c(=O)[nH]c1=O	-4	2	3	14	32
6	CSCCC(Nc1ccc(S(=O)(=O)N2CCOCC2)cc1[N+](=O)[O-])C(=O)OCC(=O)NCC(C)C (stereo not drawn)	-8	11	-3	15	-2
7	COC(=O)c1cc(S(=O)(=O)NCc2cccs2)c[nH]1	4	16	-2	-9	1
8	COC(=O)c1ccc(OC)c(Cn2c(=O)n(C)c(=O)c3sccc32)c1	7	-9	-6	-8	-5
9	COc1ccc(CCN2C(=O)C(O)=C(C(C)=O)C2c2ccccc2OC)cc1OC (stereo not drawn)	16	-13	-6	-14	-6
10	CCOc1ccc(C2OC(=O)Cc3cc(OC)c(OC)cc32)cc1 (stereo not drawn)	17	21	-4	16	-5
11	O=C(CSc1nnc(NC(=O)c2ccccc2F)s1)NCc1ccco1	18	-8	1	2	5
12	C/C(=N\NC(=O)C(N)=O)c1ccc(OC(F)F)cc1	12	-11	-2	5	0

item	mIAP inh	hIAP block	mIAP activ	MIN6 prolif
1	-1	1	1	2
2	-4	-19	1	-3
3	-1	-27	1	-6
4	1	-10	0.99	-3
5	-11	-4	1.1	-3
6	1	14	0.99	-3
7	3	-7	0.97	-2
8	1	5	0.99	-2
9	0	13	1	0
10	10	7	0.9	-2
11	-2	-8	1	-5
12	7	-11	0.93	-2

# Next entries.
item	compound	NALP3 yeast inh	TIM10 inh	A3G deaminase	tim10-1 inh	A3A deaminase
13	Cc1ccc(NC(=O)CN(C)C(=O)CSc2nc3ccccc3c(=O)n2Cc2ccco2)cc1	6	11	-4	12	2
14	Cc1ccc(S(=O)(=O)NC2=NCN(C3CCCCC3)CN2)cc1	-10	12	-3	5	-1
15	Cc1ccc2c(c1)C(C)CC(C)(C)N2C(=O)NC1CCCCC1 (stereo not drawn)	17	11	-2	19	0
16	Cc1cc(N2C(=O)C(=O)/C(=C(/O)c3ccc(F)cc3)C2c2ccc(F)cc2)no1 (stereo not drawn)	-7	-3	5	-7	0
17	CN(C)S(=O)(=O)c1cccc(C(=O)NC2CCCc3ccccc32)c1 (stereo not drawn)	8	5	-2	28	1
18	COc1ccc(Cl)cc1NC(=O)CCN1C(=O)C2C3C=CC(C4CC34)C2C1=O (stereo not drawn)	11	-10	-7	8	1
19	CCOC(=O)CC(=O)Nc1ccc(Br)cc1C(=O)O	13	0	-7	-2	-3
20	Cc1ccc(NC(=O)NNC(=O)c2cc3ccccc3cc2O)c(C)c1	13	-8	-7	0	-5
21	CN(NS(=O)(=O)c1ccc(Br)cc1)c1nc(C(F)(F)F)nc2ccccc12	-48	1	3	12	1
22	CCCCC(CC)COC1(c2ccccc2)OC(=O)c2ccccc21 (stereo not drawn)	-1	-8	1	19	1
23	Cc1cc(C)cc(NC(=O)CN2C(=O)c3ccccc3C2=O)c1	19	-6	-12	10	-7
24	Cc1ccccc1-n1c(SCC(=O)NCC2CCCO2)nc2c([nH]c3ccccc32)c1=O (stereo not drawn)	30	9	-14	14	-3

item	mIAP inh	hIAP block	mIAP activ	MIN6 prolif
13	-6	-21	1.1	-3
14	8	20	0.92	0
15	0	-13	1	0
16	3	33	0.97	3
17	-1	-6	1	-1
18	6	-20	0.94	1
19	-2	17	1	0
20	14	-74	0.86	-3
21	-2	-10	1	-6
22	5	7	0.95	-6
23	-2	-6	1	-1
24	-2	2	1	3

# One compound at a time (already shown). Values in the order: NALP3 yeast inh	TIM10 inh	A3G deaminase	tim10-1 inh	A3A deaminase	mIAP inh	hIAP block	mIAP activ	MIN6 prolif
# Results for Cc1ccc(NC(=O)CN(C)C(=O)CSc2nc3ccccc3c(=O)n2Cc2ccco2)cc1 : 6	11	-4	12	2	-6	-21	1.1	-3
# Results for CCOC(=O)CC(=O)Nc1ccc(Br)cc1C(=O)O : 13	0	-7	-2	-3	-2	17	1	0
# Results for Cc1ccccc1-n1c(SCC(=O)NCC2CCCO2)nc2c([nH]c3ccccc32)c1=O (stereo not drawn) : 30	9	-14	14	-3	-2	2	1	3
# Results for Cc1cc(N2C(=O)C(=O)/C(=C(/O)c3ccc(F)cc3)C2c2ccc(F)cc2)no1 (stereo not drawn) : -7	-3	5	-7	0	3	33	0.97	3

# Next section.
item	compound	NALP3 yeast inh	TIM10 inh	A3G deaminase	tim10-1 inh	A3A deaminase
25	O=C(N/N=C/c1ccc(F)cc1)c1ccc(OCc2ccccc2)cc1	7	2	-4	13	-4
26	Cc1onc(-c2ccccc2Cl)c1C(=O)Nc1nc2ccc(S(C)(=O)=O)cc2s1	8	8	-1	9	6
27	COc1cc(/C(C)=N/NC(=O)c2cccc(S(=O)(=O)N3CCCC3)c2)cc(OC)c1OC	24	3	2	2	5
28	CC1CCN(C2=NC(=O)/C(=C/c3cccc(O)c3)S2)CC1	14	23	-5	21	-3
29	O=C(c1cc(C2CC2)nn1-c1ccccc1)N1CCN(Cc2ccccc2F)CC1	20	20	-7	26	-4
30	CCn1c(O)c(C=C2N=c3ccccc3=N2)sc1=S	7	10	-5	15	1
31	CSC1=NCCN1C(=O)c1ccc2c(c1)OCO2	6	-8	4	15	0
32	CCCC1C(c2ccco2)NC(c2ccco2)CC1(C)O (stereo not drawn)	7	-15	-1	-1	-2
33	COc1ccc(-c2nnc(NC(=O)c3ccc(S(=O)(=O)N(C)CC4CCCO4)cc3)o2)c(OC)c1 (stereo not drawn)	-1	4	-5	21	-3
34	COCCNc1ccc([N+](=O)[O-])cc1C(=O)Nc1cccc(C)n1	22	17	-2	31	2
35	C#CCSc1nnc(-c2sc(-c3ccccc3)nc2C)n1C	0	6	-6	-8	-2
36	Cc1ccc(NC(=O)CCC(=O)N/N=C/c2ccc([N+](=O)[O-])o2)cc1C	15	-4	-2	-4	10

item	mIAP inh	hIAP block	mIAP activ	MIN6 prolif
25	9	11	0.91	-2
26	0	-8	1	-6
27	-8	-4	1.1	2
28	0	-2	1	-4
29	7	-16	0.93	3
30	17	1	0.83	0
31	-5	-16	1.1	-2
32	-2	8	1	-2
33	11	2	0.89	-4
34	6	-5	0.94	-2
35	-4	-6	1	0
36	33	-7	0.67	-3

# Further compounds follow:
item	compound	NALP3 yeast inh	TIM10 inh	A3G deaminase	tim10-1 inh	A3A deaminase
37	CCC(CC)NC(=O)c1cccc(Br)c1	-40	-8	-5	7	1
38	COc1ccc(/C=N/NC(=O)CC#N)cc1Oc1nc(Cl)ncc1F	-3	16	-8	-18	-4
39	CCOc1cccc(=O)c2c(C)n(Cc3ccco3)c(C)c12	10	16	-8	25	4
40	CCOC(=O)c1c(N2CCCCC2)c2ccccc2[nH]c1=O	-3	13	-4	9	5
41	CCC(SC1=NCCS1)C(=O)Nc1nnc(-c2ccccc2OC)s1 (stereo not drawn)	16	13	-7	19	-3
42	CCN(CC)c1ccc(C=Nc2cc(C)ccc2C)c(O)c1	16	-2	-6	35	-4
43	O=C(c1nc2ccccn2c1CN1CCCC(c2nc3ccccc3o2)C1)N1CCCC1 (stereo not drawn)	16	7	-1	12	0
44	O=C(C1=C[C@@H](c2ccc(Br)cc2)C[C@@H](OCc2ccc(CO)cc2)O1)N1CCOCC1	-6	10	-3	13	-1
45	Cc1nnc(SCC(=O)Nc2sccc2C(N)=O)s1	11	-2	-5	-17	2
46	CC(C)OC(=O)Cn1nnc2c(cnn2-c2ccccc2)c1=O	21	-3	-4	24	-11
47	O=C(O)C1Cc2[nH]cnc2C(c2ccccc2O)N1 (stereo not drawn)	12	-30	-6	20	-5
48	O=C(c1ccc2ccccc2n1)N1CCN(c2ccccc2)CC1	24	0	-6	19	-6

item	mIAP inh	hIAP block	mIAP activ	MIN6 prolif
37	-3	0	1	4
38	10	-4	0.9	6
39	5	0	0.95	-1
40	0	-4	1	-1
41	1	2	0.99	0
42	-2	-2	1	0
43	-8	7	1.1	-1
44	0	13	1	-4
45	-7	1	1.1	-1
46	4	-8	0.96	-2
47	33	-32	0.67	-2
48	4	-4	0.96	-3

# Given with two lines to a compound: part of the list above.
# Fields: NALP3 yeast inh | TIM10 inh | A3G deaminase | tim10-1 inh | A3A deaminase | mIAP inh | hIAP block | mIAP activ | MIN6 prolif
(38) COc1ccc(/C=N/NC(=O)CC#N)cc1Oc1nc(Cl)ncc1F
→ -3 | 16 | -8 | -18 | -4 | 10 | -4 | 0.9 | 6
(39) CCOc1cccc(=O)c2c(C)n(Cc3ccco3)c(C)c12
→ 10 | 16 | -8 | 25 | 4 | 5 | 0 | 0.95 | -1
(40) CCOC(=O)c1c(N2CCCCC2)c2ccccc2[nH]c1=O
→ -3 | 13 | -4 | 9 | 5 | 0 | -4 | 1 | -1

# Next part.
item	compound	NALP3 yeast inh	TIM10 inh	A3G deaminase	tim10-1 inh	A3A deaminase
49	COc1ccc([N+](=O)[O-])c(OC)c1C(=O)NC(=O)Nc1nc(C)nc(C)n1	3	7	-9	-19	-2
50	C=CCOc1ccc(/C=N/n2cncn2)cc1OC	0	-4	-5	6	-2
51	CCOc1ccccc1CNC(c1ccccc1)c1ccccc1	19	6	-5	20	0
52	C=C(C)C1CC=C(C)/C(=N/NC(=S)Nc2ccccc2)C1 (stereo not drawn)	28	18	-2	41*	3
53	S=c1nc2ccccc2c2nc(-c3ccccc3)[nH]n12	17	23	-4	29	-2
54	Cc1cc(C(=O)Nc2ccc(F)cc2C)cs1	-5	-3	-5	3	0
55	CN(C)c1ccc(P(=O)(OC2CCCCC2)C(O)c2ccccn2)cc1 (stereo not drawn)	8	6	-4	17	-1
56	CC(=O)Nc1ccc(S(=O)(=O)NCCc2ccccn2)cc1	2	-1	-8	11	-5
57	Cc1ccc2nc3ccc(N4CCN(C)CC4)nn3c(=O)c2c1	12	2	1	4	0
58	O=C1CCCC2=C1C(c1ccc(Br)cc1)c1c([nH]c(=S)[nH]c1=O)N2 (stereo not drawn)	2	11	3	15	-2
59	O=C(Nc1ccc(C(=O)N2CCCc3ccccc32)cc1)c1cccs1	23	7	-8	4	-3

item	mIAP inh	hIAP block	mIAP activ	MIN6 prolif
49	5	10	0.95	3
50	-11	11	1.1	3
51	7	-13	0.93	-3
52	12	4	0.88	0
53	8	1	0.92	0
54	6	19	0.94	-4
55	4	19	0.96	1
56	-18	-14	1.2	-1
57	-4	-15	1	-4
58	19	12	0.81	0
59	-4	9	1	-3
